# Bioassay records: PubChem, National Center for Advancing Translational Sciences (NCATS)
# LMNA splice mod: modulators of lamin A splicing; HeLa LMNA splicing GFP/RFP minigene ratio, 48 h; Potency, µM (top dose mostly 46.1 µM), for inactives: top-dose ratio change, negative = inhibition, actives largely listed as inhibitors; hit rate 0.01% among 200,000; AID 1487; active means well fitted inhibition curve with a large enough effect in the signal ratio, with a control signal flat, not every such curve was filed as active; inconclusive means small, poorly fitted or top-dose-only effect, or effect the other way, or a change in a side signal; the % refers to the signal ratio; further: potency means the concentration at half of the fitted maximal effect; on the % scale 0 is the no-effect control and ±100 the full control effect
#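 S3 HeLa cells stably expressing lamin A-EGFP splicing minigene plus DsRed2, 600 cells/well, 48 h compound exposure at 37C. Laser-scanning cytometry; analysed as GFP (500-530 nm)/RFP (575-640 nm) total intensity ratio; 0.5% DMSO vehicle.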
# IMPase Li cell: cell-permeable IMPase inhibitors with lithium potentiation | CHO-M1 cells, IP1 TR-FRET (IP-One), carbachol + lithium | Potency, µM (top dose mostly 59.4 µM), inactives show at the top dose activity, negative = IMPase inhibition, actives largely listed as inhibitors | hit rate 0.35% among 210,000 | AID 1457;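 further: IP1 builds up when IMPase is blocked and the TR-FRET signal falls; potency means the concentration at half of the fitted maximal effect; plate controls were basal vehicle for no effect and high inhibitor control for full effect; nearly all actives have a fitted effect of over 50% in size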
#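 CHO cells stably expressing M1 receptor (2000/well) were cultured 16–30 h, then exposed to compounds with a small lithium addition for 30 min at 37C. IP1 was measured by TR-FRET competition; AC50 from Hill fits.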
# NPSR antagonist: blocks cAMP signaling of the human neuropeptide S receptor. Q6W5P4. CHO-NPSR cells, cAMP TR-FRET, antagonist mode. Potency, µM (series often up to 38.3 µM), for the others: at the highest dose activity change, negative = inhibition, usual class: inhibitors. hit rate 1% among 220,000; further: potency means the concentration at half of the fitted maximal effect; on the % scale 0 is the no-effect control and ±100 the full control effect; nearly all actives have a fitted effect of over 50% in size; many of its hits are not listed in these tables
# Target sequence (Q6W5P4 whole entry, looked up): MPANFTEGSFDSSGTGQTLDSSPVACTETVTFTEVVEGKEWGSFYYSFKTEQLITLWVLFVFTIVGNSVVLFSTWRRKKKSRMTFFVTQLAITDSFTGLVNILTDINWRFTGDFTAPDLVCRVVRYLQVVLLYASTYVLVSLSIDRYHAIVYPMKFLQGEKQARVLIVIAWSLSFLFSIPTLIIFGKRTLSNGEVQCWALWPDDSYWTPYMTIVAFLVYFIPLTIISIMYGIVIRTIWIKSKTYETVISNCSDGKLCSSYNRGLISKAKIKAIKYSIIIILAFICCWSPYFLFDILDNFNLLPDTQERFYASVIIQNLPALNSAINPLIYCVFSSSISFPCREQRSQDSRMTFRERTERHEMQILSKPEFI
# Epigenetic derep: regulators of epigenetic silencing causing reporter derepression in mouse cells | murine LDR cells, GFP reporter derepression, 30 h | Potency, µM (series often up to 53.9 µM), inactives show top-dose GFP activation, most hits filed as activators | hit rate 0.2% among 280,000 | AID 1865; further: potency means the concentration at half of the fitted maximal effect; % of control where 0% means no effect; nearly all actives have a fitted effect of over 60% in size
#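 GFP-positive cell count by laser-scanning cytometry (objects 20–120 um) after 30 h, 37 C compound exposure of murine LDR cells; reporter is CMV-GFP integrated at a silenced locus, inducible by HDAC or DNMT inhibitors.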
# GLA spleen mod: inhibitors or activators of human alpha-galactosidase in spleen homogenate | hit rate 0.008% among 240,000 | human spleen homogenate, 4MU-alpha-Gal fluorescence, 40 min | P06280 | Potency, µM (highest dose often 80 µM), without a hit: at the highest dose activity change, negative = inhibition, actives largely listed as inhibitors;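 further: potency means the concentration at half of the fitted maximal effect; 0% = enzyme with vehicle and -100% = no enzyme basal signal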
#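 Fluorogenic readout (Ex 365/Em 440 nm) of 4-methylumbelliferone released from 1 mM 4-MU-alpha-galactoside by spleen homogenate, 40 min at 37C, pH 5.0. Data normalized to no-enzyme and enzyme controls; Hill-equation AC50 from compound titrations.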
# Luc counter: counter-screen: inhibitors of Kinase-Glo firefly luciferase; Q27757; Kinase-Glo luciferase, ATP luminescence, 8 min; Potency, µM (titrated, usually from 38.3 µM), for the others: top-dose activity change, negative = inhibition, most hits filed as inhibitors; hit rate 0.28% among 200,000; AID 1379; further: potency means the concentration at half of the fitted maximal effect; on the % scale 0 is the no-effect control and ±100 the full control effect; nearly all actives have a fitted effect of over 60% in size
#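 Luminescence was the read-out, taken after 8-minute incubation at ambient temperature. Luciferase turned over luciferin with 10 uM ATP in imidazole pH 7.2 buffer containing KCl, MgCl2, Tween 20 and BSA.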
# CBFb-RUNX1 inh: inhibitors of human CBF-beta and RUNX1 interaction. Q01196+Q13951. AlphaScreen CBFb-His/RUNX1-biotin binding, biochemical. Potency, µM (titrated, usually from 59.8 µM), inactives show at the highest dose activity, negative = inhibition, hits mostly inhibitors. 230,000 tested, under 10 active. AID 1477; further: % of control where 0% means no effect
# Target sequence (Q01196 whole entry, looked up): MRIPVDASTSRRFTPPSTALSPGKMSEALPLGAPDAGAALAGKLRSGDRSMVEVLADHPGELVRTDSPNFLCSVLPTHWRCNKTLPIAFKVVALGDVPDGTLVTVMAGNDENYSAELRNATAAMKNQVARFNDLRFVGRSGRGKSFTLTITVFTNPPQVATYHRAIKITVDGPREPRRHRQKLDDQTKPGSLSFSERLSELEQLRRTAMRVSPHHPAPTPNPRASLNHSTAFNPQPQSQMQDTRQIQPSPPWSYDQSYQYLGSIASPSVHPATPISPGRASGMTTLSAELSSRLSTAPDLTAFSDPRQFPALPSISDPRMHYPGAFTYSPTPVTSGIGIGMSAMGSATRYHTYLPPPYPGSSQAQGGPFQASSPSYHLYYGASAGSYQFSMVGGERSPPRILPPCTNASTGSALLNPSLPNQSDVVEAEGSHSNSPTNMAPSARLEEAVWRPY
# Target sequence (Q13951 whole entry, looked up): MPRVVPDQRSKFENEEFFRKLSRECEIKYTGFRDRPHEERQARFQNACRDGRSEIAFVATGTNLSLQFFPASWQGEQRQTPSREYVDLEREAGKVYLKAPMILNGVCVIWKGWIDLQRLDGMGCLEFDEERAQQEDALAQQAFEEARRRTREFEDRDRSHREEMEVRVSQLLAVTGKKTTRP
#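 AlphaScreen proximity signal reports loss of binding between His-tagged CBF-beta and biotin-labelled RUNX1, each at 30 nM. Proteins are pre-associated for 20 minutes, compounds added for 15 minutes, then beads for 90 minutes, all at ambient temperature.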
# * marks the source's active call; other numbers are inactive results; ? = inconclusive; nt = not tested or not shown; & = joins results of further samples; [ ] = another dose, or the depositor's remark. Unless noted, the call rests on the fitted dose curve; in most records, active means well fitted curve in the direction sought with a large enough effect; inconclusive means small, poorly fitted or top-dose-only effect, or another doubt; inactive means no such curve, though single readings can be large; an effect the other way counts as inactive or inconclusive.
SMILES,LMNA splice mod,IMPase Li cell,NPSR antagonist,Epigenetic derep,GLA spleen mod,Luc counter,CBFb-RUNX1 inh
c1ccc(NCn2cncn2)nc1,1%,38%[38.3 µM],5%[46.1 µM],-0.8%,-2%,15%,1%
CN(N)c1nc2ccccc2nc1C(F)(F)F,nt,-9%,16%,1.1%,-3%,-2%,5%
Cn1c(=O)c2c(ncn2CC(=O)Nc2nnc(Cc3ccccc3)s2)n(C)c1=O,-5%,-1%[38.3 µM],2%[46.1 µM],-3.0%,-2%,2%,-1%
Cc1cccc(C(=O)Oc2ccccc2-c2nnco2)c1,-3%,-3%[38.3 µM],-23%[46.1 µM],0.0%,-1%,11%,5%
Fc1ccc(NC(=S)NC23CN4CN(CN(C4)C2)C3)cc1,6%,2%,14%,2.2%,9%,-5%,-6%
Cc1cc(C)cc(N(CC(=O)N/N=C/c2ccncc2)S(=O)(=O)c2ccccc2)c1,14%,2%,-6%,-0.9%,0%,2%,2%
CCN(CC)CC(O)COc1ccc2c(c1)c(C(C)=O)c(C)n2-c1ccccc1 (configuration not stated),-9%,12%,5%[46.1 µM],0.1%,-13%,2%,-3%
CCn1ncc([N+](=O)[O-])c1C(=O)n1nc(C)cc1C,3%,7%,7%,2.3%,-3%,1%,-2%
CC(C)[C@H](Nc1ccc(S(=O)(=O)N2CCOCC2)cc1[N+](=O)[O-])C(=O)OCC(N)=O,2%,2%,9%,-1.3%,0%,0%,14%
O=C1CSC(c2cccc(F)c2)N1c1ccccc1F (configuration not stated),15%,14%[38.3 µM],-5%[46.1 µM],-0.8%,8%,1%,7%
O=C(COc1cccnc1[N+](=O)[O-])Nc1ccc(Cl)c(S(=O)(=O)N2CCOCC2)c1,nt,nt,4%,7.0%,-8%,nt,2%
O=C(N/N=C\c1ccccc1)c1sccc1-n1cccc1,12%,10%[38.3 µM],-17%[46.1 µM],-0.9%,-3%,-1%,2%
O=C(CSc1ccc(-c2ccccn2)nn1)N1CCc2ccccc21,?,-3%,-7%,5.3%,0%,-1%,nt
Cc1ccc(S(=O)(=O)Nc2ccc(S(=O)(=O)Nc3ncccn3)cc2)cc1,1%,6%[38.3 µM],-21%[46.1 µM],-0.4%,4%,-3%,5%
Cc1ccccc1C(=O)N/N=C/c1ccccn1,3%,-4%,22%,-1.8%,2%,3%,?
O=C(Nc1ccc(Cn2cccn2)cc1)c1ccc(COc2cccc(Br)c2)cc1,-3%,18%[38.3 µM],-8%[46.1 µM],-0.2%,-7%,1%,1%
Cc1ccc(OCCn2c(CCNC(=O)C(C)C)nc3ccccc32)cc1,-3%,-2%[38.3 µM],13%[46.1 µM],-2.3%,2%,1%,3%
CN(C)S(=O)(=O)c1cccn1-c1ncc(C(F)(F)F)cc1Cl,-10%,7%[38.3 µM],-5%[46.1 µM],3.3%,1%,3%,2%
CSCCC(NC(=O)c1ccccc1C)C(=O)O (configuration not stated),-6%[46 µM],-6%,22%,1.4%,-1%,0%,11%
CC(C)CCN1CCN(Cc2ccoc2)CC1CCO (configuration not stated),nt,nt,4%,-1.1%,3%,nt,3%

# Structures listed so far that have a CF3 group (2):
SMILES,LMNA splice mod,IMPase Li cell,NPSR antagonist,Epigenetic derep,GLA spleen mod,Luc counter,CBFb-RUNX1 inh
CN(N)c1nc2ccccc2nc1C(F)(F)F,nt,-9%,16%,1.1%,-3%,-2%,5%
CN(C)S(=O)(=O)c1cccn1-c1ncc(C(F)(F)F)cc1Cl,-10%,7%[38.3 µM],-5%[46.1 µM],3.3%,1%,3%,2%

# Next section:
SMILES,LMNA splice mod,IMPase Li cell,NPSR antagonist,Epigenetic derep,GLA spleen mod,Luc counter,CBFb-RUNX1 inh
O=C(Nc1nc2c(s1)CCCC2)c1cccnc1,21%,52%[activator][38.3 µM],-20%[46.1 µM],-1.0%,4%,?,0%
CCNC(=S)Nc1cccc(Cl)c1C,-1%,10%[38.3 µM],-1%[46.1 µM],-1.8%,-24%,2%,11%
Cc1ccccc1Nc1nc(N)nc(COC(=O)c2ccccc2)n1,-1%,-5%,22%,-3.0%,11%,-2%,-13%
CC1CN(c2oc(COc3ccc(Cl)cc3Cl)nc2C#N)CC(C)O1 (configuration not stated),-7%,16%,-2%[46.1 µM],-0.8%,-1%,-1%,-26%
O=C(O)CNC1=NCCCCC1,2%,-9%[38.3 µM],0%[46.1 µM],0.0%,7%,-9%,-1%
COc1ccc2cc(C3(C)NC(=O)NC3=O)ccc2c1 (configuration not stated),?,-7%[38.3 µM],-6%[46.1 µM],4.0%,-3%,-3%,-9%
O=C(O)c1c2c(nc3ccccc13)CCCCC2,-12%,6%,6%,-1.1%,5%,-1%,21%
O=C1NC[C@H](c2ccccc2)N(CCc2cc(C(F)(F)F)cc(C(F)(F)F)c2)C1=O,nt,nt,-2%,-0.9%,-1%,nt,16%
COc1ccc(NC(=O)c2cc(C3CC3)on2)c(OC)c1,0%,24%[38.3 µM],-9%[46.1 µM],0.0%,7%,2%,8%
Cc1cc(Nc2cccc(F)c2)n2ncnc2n1,8%,1%,7%,-0.3%,-8%,-2%,-3%[2.36 µM]
CC(=O)Nc1ccc(NC(=O)c2cccc(C(=O)OC(C)C)n2)cc1,-8%,5%[38.3 µM],-12%[46.1 µM],-1.4%,-4%,4%,1%
C/C(=N\N1CCN(Cc2ccccc2Cl)CC1)c1ccc(F)cc1,nt,nt,5%,-2.0%,7%,nt,-7%
C=CCNC(=O)/C(=C/c1cccc([N+](=O)[O-])c1)NC(=O)c1ccco1,7%[46 µM],6%,9%,2.1%,-2%,1%,-2%
O=c1sc2ccccc2n1COc1ccc(Cl)cc1,-8%,26%[38.3 µM],?,0.0%,-2%,-1%,?
CC(=O)N1Cc2cc([N+](=O)[O-])ccc2Oc2ccccc21,nt,1%,2%,-0.1%,-4%,0%,-5%
COc1ccc2cc(/C(C)=N/NC(=O)C3CC3)ccc2c1,-12%[46 µM],16%,9%,-0.1%,-6%,1%,3%
COc1cc(/C=N/NC(=O)c2ccc(O)cc2)ccc1OCC(=O)N1CC(C)OC(C)C1 (configuration not stated),nt,nt,11%,0.0%,14%,nt,-4%
O=C(Cn1c(=O)n(Cc2ccco2)c(=O)c2c3c(sc21)CCCCC3)c1ccccc1,-2%,-10%[38.3 µM],?,0.1%,1%,1%,?
COc1ccc(C)cc1NC(=O)C1CC(=O)N(Cc2ccco2)C1 (configuration not stated),11%,1%[38.3 µM],-3%[46.1 µM],-1.9%,-2%,5%,3%
CCN1CCc2c(OCC(=O)N3N=C(c4cccs4)CC3c3ccc(F)cc3)cccc2C1=O (configuration not stated),?,9%,-51%,-1.0%,3%,0%,-10%

# Of the compounds above, these contain a nitro group on carbon.
SMILES,LMNA splice mod,IMPase Li cell,NPSR antagonist,Epigenetic derep,GLA spleen mod,Luc counter,CBFb-RUNX1 inh
CCn1ncc([N+](=O)[O-])c1C(=O)n1nc(C)cc1C,3%,7%,7%,2.3%,-3%,1%,-2%
CC(C)[C@H](Nc1ccc(S(=O)(=O)N2CCOCC2)cc1[N+](=O)[O-])C(=O)OCC(N)=O,2%,2%,9%,-1.3%,0%,0%,14%
O=C(COc1cccnc1[N+](=O)[O-])Nc1ccc(Cl)c(S(=O)(=O)N2CCOCC2)c1,nt,nt,4%,7.0%,-8%,nt,2%
C=CCNC(=O)/C(=C/c1cccc([N+](=O)[O-])c1)NC(=O)c1ccco1,7%[46 µM],6%,9%,2.1%,-2%,1%,-2%
CC(=O)N1Cc2cc([N+](=O)[O-])ccc2Oc2ccccc21,nt,1%,2%,-0.1%,-4%,0%,-5%

# Next entries
SMILES,LMNA splice mod,IMPase Li cell,NPSR antagonist,Epigenetic derep,GLA spleen mod,Luc counter,CBFb-RUNX1 inh
COc1cccc(N2CC34C=CC(O3)C(C(=O)O)C4C2=O)c1 (configuration not stated),-8%,7%[38.3 µM],16%[46.1 µM],1.8%,8%,-1%,-13%
CS(=O)(=O)N(CC(=O)N1CCC(C(N)=O)CC1)C1CCCCC1,3%,-10%[38.3 µM],-1%[46.1 µM],-0.9%,0%,11%,4%
COc1ccc(C2OC(=O)Cc3cc(OC)c(OC)cc32)cc1 (configuration not stated),?,3%,-10%,-2.3%,7%,6%,8%
CCc1ccccc1NC(=O)N[C@H](C(=O)O)C(C)C,7%,-3%[38.3 µM],-8%[46.1 µM],-3.2%,2%,7%,-1%
COc1cccc(/C=N/NC(=S)NC2CC3CC2C2C=CCC32)c1O (configuration not stated),nt,nt,1%,1.1%,5%,nt,4%
O=C(COc1ncnc2ccccc12)NCCCN1CCCC1=O,7%,23%[38.3 µM],2%[46.1 µM],-1.0%,8%,-2%,2%
N[C@@H](CSS(=O)(=O)O)C(=O)O,nt,-6%&0%&-5%,nt,0.8%&2.1%&0.8%,11%&14%&5%,1%,?
COc1ccc(C2=CC3=C(Br)C(=O)C(C)(OC(=O)c4cccs4)C(=O)C3=CO2)cc1 (configuration not stated),nt,2%,nt,-1.1%,-4%,-2%,-2%
O=C1CC(=O)CC(c2ccco2)C1,7%,17%[38.3 µM],?,3.6%,8%,-1%,-10%
CC(C)Cc1nnc(NC(=O)CSc2nc(N)cc(=O)[nH]2)s1,8%,19%[38.3 µM],-10%[46.1 µM],-1.0%,6%,-6%,-1%
Cc1ccccc1OCC(O)CN(CCO)Cc1ccccc1 (configuration not stated),7%[46 µM],3%,13%,5.2%,-3%,-1%,12%
COc1ccc(-c2cc(=O)c3cc(OC)ccc3o2)cc1,?,?,-18%,1.8%&-3.2%,5%&-4%,-6%&-29%,0%
O=C(c1ccccc1)c1cccc(NC(=O)c2ccc(Br)o2)c1,?,38%[38.3 µM],-5%[46.1 µM],0.1%,-4%,12%,-4%
Nn1c(Nc2ccccc2)nc2sc3c(c2c1=O)CCC3,?,11%[38.3 µM],-29%[46.1 µM],1.0%,-4%,-1%,1%
COc1ccc(S(=O)(=O)Nc2c(C)c(C)cc3c2ncn3C)cc1,6%[46 µM],4%,-1%,-2.8%,8%,2%,9%

# Three entries out of the list above, ordered by their value in IMPase Li cell, descending.
mol | IMPase Li cell
COc1ccc(S(=O)(=O)Nc2c(C)c(C)cc3c2ncn3C)cc1 | 4%
COc1ccc(C2OC(=O)Cc3cc(OC)c(OC)cc32)cc1 (configuration not stated) | 3%
COc1ccc(C2=CC3=C(Br)C(=O)C(C)(OC(=O)c4cccs4)C(=O)C3=CO2)cc1 (configuration not stated) | 2%

# Only part of the results is shown; rates above refer to the full screens.
